AddAB inh – less growth of phage-infected E. coli with AddAB | E. coli expressing H. pylori AddAB, absorbance growth | inhibition, % at 11.9 µM | hit rate 0.29% among 330,000; in the data active = inhibition above about 12%;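 note: 0% = vehicle wells of infected cells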
MOR-DOR inv ag – inverse agonists of human mu-delta opioid receptor heterodimerization. P35372+P41143. cell-based MOR-DOR heterodimer luminescence, inverse agonism. inhibition, % at 9.3 µM. hit rate 0.21% among 340,000. AID 504357; in the data active = inhibition above about 22%, passing the limit was not always enough;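 note: 0% = cells with DMSO and 100% = wells without cells with DMSO; values of inactives mirror those of a sister screen read the other way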
Target sequence (P35372 whole entry, looked up): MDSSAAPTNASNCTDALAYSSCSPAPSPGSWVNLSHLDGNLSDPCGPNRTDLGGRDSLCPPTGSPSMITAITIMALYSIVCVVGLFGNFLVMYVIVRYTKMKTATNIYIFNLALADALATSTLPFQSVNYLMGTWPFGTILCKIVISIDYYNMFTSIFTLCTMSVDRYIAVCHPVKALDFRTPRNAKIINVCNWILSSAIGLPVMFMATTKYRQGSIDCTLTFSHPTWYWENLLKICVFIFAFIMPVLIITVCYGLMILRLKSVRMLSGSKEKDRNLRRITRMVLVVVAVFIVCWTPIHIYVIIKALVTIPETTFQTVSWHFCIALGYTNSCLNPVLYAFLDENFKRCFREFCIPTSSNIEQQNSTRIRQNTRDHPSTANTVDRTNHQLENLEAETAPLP
Target sequence (P41143 whole entry, looked up): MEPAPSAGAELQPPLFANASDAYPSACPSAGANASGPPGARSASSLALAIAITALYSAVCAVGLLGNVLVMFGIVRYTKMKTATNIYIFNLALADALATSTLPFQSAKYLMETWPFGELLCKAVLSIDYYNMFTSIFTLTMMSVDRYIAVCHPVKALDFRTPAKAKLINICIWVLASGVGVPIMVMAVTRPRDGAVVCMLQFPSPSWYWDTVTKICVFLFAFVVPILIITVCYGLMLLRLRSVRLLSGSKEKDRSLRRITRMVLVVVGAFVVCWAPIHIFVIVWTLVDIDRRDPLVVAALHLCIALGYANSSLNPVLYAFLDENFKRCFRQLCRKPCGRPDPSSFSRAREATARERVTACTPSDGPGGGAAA
phage Ecoli inh – E. coli growth loss with phage present | AID 651602 | growth absorbance | inhibition, % at 11.9 µM | hit rate 0.26% among 360,000; in the data active = inhibition above about 11%
PfHsp90 yeast 2 – inhibits growth of yeast expressing Plasmodium falciparum Hsp90; hit rate 0.32% among 310,000; inhibition, % at 9.4 µM; S. cerevisiae expressing PfHsp90, BacTiter-Glo ATP, 48 h; yeast lacking PDR1 and PDR3 efflux regulators;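 active = every replicate shows inhibition above about 80%, whatever the replicate mean, limit read from the data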;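 note: 0% = DMSO neutral controls and 100% = 20 µM radicicol positive controls; yeast relying on Plasmodium falciparum Hsp90 in place of its own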
PKA-R1A activ – activators of PKA-R1A complex. PKA-R1A dissociation, Cy5-IP20 fluorescence polarization; scaled: DMSO 0%, 113 µM cGMP 100%. activation, % at 11.4 µM. hit rate 0.083% among 340,000. P00514+P68181;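 active = percent activation above the mean of all tested compounds plus 3 SD, cut at about 19% in these data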;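 note: higher means more PKAc released from R1A so a rise in polarization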
MOR-DOR ag – agonists of human mu-delta opioid receptor heterodimerization | P35372+P41143 | cells, OPRM1-OPRD1 heterodimerization, luminescence | activation, % at 9.3 µM | hit rate 0.3% among 340,000 | AID 504326; in the data active = activation above about 18%;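 note: 0% = vehicle-treated cells and 100% = reference agonist; values of inactives mirror those of a sister screen read the other way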
Arr AP2 block – blocks beta-arrestin peptide binding to AP2 adaptin | FITC-arrestin peptide / GST-AP2 beads, flow cytometry; AP2 beta2 appendage carries R879A mutation | inhibition, % at 10 µM | hit rate 0.31% among 340,000 | AID 504490;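 active = inhibition above a set limit, near 3 SD of compounds lacking own fluorescence, cut at about 54% in these data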;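 note: plate controls were DMSO wells for no effect and 5 µM unlabelled arrestin peptide for full effect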
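Assay system: GST-AP2 R879A bound to glutathione beads, E. coli-expressed; Medium: PBS with 0.05% Tween 20 and 0.1% BSA; Also added: fluorescein-tagged arrestin peptide at 50 nM final; Timing: 12 min plus 1 h, RT; Measured by: flow cytometry, FL1 (488/535 nm); Evaluation: percent drop in bead-associated FITC signal.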
E coli growth – bacterial growth inhibition, counter-screen for AddAB inhibitors. E. coli V3065 growth, OD600 absorbance, 18 h. inhibition, % at 11.9 µM. hit rate 0.27% among 330,000. AID 449728;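 active = inhibition above the campaign's mean inhibition across all tested compounds plus 3 SD, cut at about 9.9% in these data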;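 note: uninfected addAB+ strain grown without phage in ampicillin broth; 0% = DMSO wells and 100% = ciprofloxacin 0.95 µg/ml wells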
Mot1-301 SUMO – blocks SUMOylation pathway, rescuing yeast Mot1-301 growth. S. cerevisiae Mot1-301 growth rescue, ATP luminescence, 38.5C; percent above DMSO median, 100 means doubled. growth rescue, % at 18.8 µM. hit rate 1% among 320,000. AID 2716;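 active = every valid replicate shows activation above 250% relative to neutral control wells; inactive = the rest, any valid replicate at or below 250%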;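 note: OY570 slx delta 5 strain wells were the positive control but not used for scaling; some compounds called inactive have numbers as strong as hits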
Tat export inh – inhibitors of E. coli Tat protein transport; E. coli MC4100 TorA-mCherry Tat export, fluorescence; hit rate 0.036% among 340,000; AID 488895; inhibition, % at 10 µM;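 active = mean replicate inhibition at least 50% and at least half of replicates individually reaching 50%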;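 note: exported cargo escapes ClpAP degradation while cytoplasmic cargo is degraded and loses fluorescence; 0% = median of neutral control wells and 100% = median of NaSCN control wells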
Pemphigus Ab inh – human desmoglein-3 autoantibody binding inhibition; P32926; hit rate 0.48% among 310,000; AID 588358; binding (percent of control), % at 10 µM; DSG3-coupled beads, scFv-anti-DSG3-GFP binding, flow cytometry; active compounds read low;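 active = binding more than 3 SD below its plate's average and above zero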;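 note: hits lower antibody fragment binding to DSG3; some compounds called inactive have numbers as strong as hits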
* = called active by the depositor.

CN(CC(=O)Nc1cccc(F)c1)C(=O)c1cccc(S(=O)(=O)N2CC3(C)CC2CC(C)(C)C3)c1 (stereo unspecified) was read as AddAB inh 0.2, MOR-DOR inv ag 15, phage Ecoli inh 2.3, PKA-R1A activ -9, MOR-DOR ag -2.9, Arr AP2 block -3, E coli growth -0.2, Mot1-301 SUMO -11, Tat export inh 8 and Pemphigus Ab inh 101.
`COC(=O)c1sc(N2C(=O)C(=O)/C(=C(/O)c3ccccc3)C2c2ccco2)nc1C` (stereo unspecified) gave AddAB inh 1.9, MOR-DOR inv ag 9, phage Ecoli inh 3.6, PfHsp90 yeast 2 11, PKA-R1A activ 0, MOR-DOR ag -1.2, Arr AP2 block 7, E coli growth 0.9, Mot1-301 SUMO -11, Tat export inh 3 and Pemphigus Ab inh 103.
For O=C(NCCC1CCCCN1S(=O)(=O)c1ccccc1)C(=O)NCc1ccco1 (stereo unspecified) the results were AddAB inh 1.4, MOR-DOR inv ag 12, phage Ecoli inh -0.4, PfHsp90 yeast 2 0, PKA-R1A activ -5, MOR-DOR ag -2.2, Arr AP2 block 39, E coli growth -0.6, Mot1-301 SUMO 2, Tat export inh -5 and Pemphigus Ab inh 106.
Screening Cc1ccc(CCNC(=O)CNC(=O)c2cccs2)cc1 returned AddAB inh -0.8, MOR-DOR inv ag 13, phage Ecoli inh 0.8, PfHsp90 yeast 2 11, PKA-R1A activ -2, MOR-DOR ag -2.8, Arr AP2 block -5, E coli growth -2.7, Mot1-301 SUMO -4, Tat export inh 1 and Pemphigus Ab inh 102.
Screening C#CCOCCOCCOCCNc1nc(N2CCOCC2)nc(N2CCN(C(=O)Cn3cc(CC(C)O)nn3)CC2)n1 (stereo unspecified) returned AddAB inh 1.8, MOR-DOR inv ag 17, phage Ecoli inh 1.8, PfHsp90 yeast 2 10, PKA-R1A activ 2, MOR-DOR ag -2.9, Arr AP2 block 0, E coli growth -1.4, Mot1-301 SUMO -31, Tat export inh 3 and Pemphigus Ab inh 110.
`Cc1c(C(=O)N2CCCCCC2)c(S(=O)(=O)NCc2ccccc2Cl)c(C)n1C` gave AddAB inh 3.9, MOR-DOR inv ag 10, phage Ecoli inh 3.7, PfHsp90 yeast 2 -1, PKA-R1A activ -3, MOR-DOR ag -1.9, Arr AP2 block 35, E coli growth -1.0, Mot1-301 SUMO 15, Tat export inh -6 and Pemphigus Ab inh 99.
Screening COc1cccc(OC)c1C(=O)NC(=O)Oc1c(F)cccc1F returned AddAB inh 1.2, MOR-DOR inv ag 10, phage Ecoli inh 2.0, PfHsp90 yeast 2 15, PKA-R1A activ 11, MOR-DOR ag -2.0, Arr AP2 block -1, E coli growth 0.3, Mot1-301 SUMO 99 and Tat export inh -10.
For COc1ccc(NC(=O)c2cc3ccccc3o/c2=N\NS(=O)(=O)c2ccc(C)cc2)cc1 the results were AddAB inh 3.9, MOR-DOR inv ag 5, phage Ecoli inh -1.3, PfHsp90 yeast 2 -12, PKA-R1A activ -7, MOR-DOR ag -0.9, Arr AP2 block 17, E coli growth -1.2, Mot1-301 SUMO 9, Tat export inh 3 and Pemphigus Ab inh 101.
Screening O=C(NCCn1c(C(F)(F)F)nc2ccccc21)[C@H]1CCCN1c1nc(CN2CCCCC2)cs1 returned AddAB inh 2.8, phage Ecoli inh 1.0, PfHsp90 yeast 2 -11, PKA-R1A activ -4, Arr AP2 block -3, E coli growth -0.5, Mot1-301 SUMO 2, Tat export inh -7 and Pemphigus Ab inh 108.
`NC(=O)c1ccc(NC(=O)COC(=O)c2cc([N+](=O)[O-])ccc2N2CCOCC2)cc1` gave AddAB inh -0.5, MOR-DOR inv ag 11, phage Ecoli inh 0.4, PKA-R1A activ 4, MOR-DOR ag -1.7, Arr AP2 block 11, E coli growth 0.3, Mot1-301 SUMO 1, Tat export inh -6 and Pemphigus Ab inh 105.
Screening Cc1ccc(NC(=O)CN(C)CC(=O)Nc2cccc(F)c2)cc1S(=O)(=O)N1CCCCCC1 returned AddAB inh 0.3, MOR-DOR inv ag -8, phage Ecoli inh -1.8, PfHsp90 yeast 2 -32, PKA-R1A activ -8, MOR-DOR ag 1.7, Arr AP2 block 3, E coli growth -0.8, Mot1-301 SUMO 11 and Tat export inh 4.
Screening O=C(c1ccc(F)cc1)N1CCC(C(=O)N2CCN(S(=O)(=O)c3ccccc3Br)CC2)CC1 returned AddAB inh -1.0, MOR-DOR inv ag 1, phage Ecoli inh 1.9, PKA-R1A activ -11, MOR-DOR ag -0.1, Arr AP2 block -9, E coli growth 1.4, Mot1-301 SUMO -4, Tat export inh -8 and Pemphigus Ab inh 96.

Three compounds already listed, arranged by number of heavy atoms, rising:
Screening COc1cccc(OC)c1C(=O)NC(=O)Oc1c(F)cccc1F returned AddAB inh 1.2, MOR-DOR inv ag 10, phage Ecoli inh 2.0, PfHsp90 yeast 2 15, PKA-R1A activ 11, MOR-DOR ag -2.0, Arr AP2 block -1, E coli growth 0.3, Mot1-301 SUMO 99 and Tat export inh -10.
`Cc1c(C(=O)N2CCCCCC2)c(S(=O)(=O)NCc2ccccc2Cl)c(C)n1C` gave AddAB inh 3.9, MOR-DOR inv ag 10, phage Ecoli inh 3.7, PfHsp90 yeast 2 -1, PKA-R1A activ -3, MOR-DOR ag -1.9, Arr AP2 block 35, E coli growth -1.0, Mot1-301 SUMO 15, Tat export inh -6 and Pemphigus Ab inh 99.
`COC(=O)c1sc(N2C(=O)C(=O)/C(=C(/O)c3ccccc3)C2c2ccco2)nc1C` (stereo unspecified) gave AddAB inh 1.9, MOR-DOR inv ag 9, phage Ecoli inh 3.6, PfHsp90 yeast 2 11, PKA-R1A activ 0, MOR-DOR ag -1.2, Arr AP2 block 7, E coli growth 0.9, Mot1-301 SUMO -11, Tat export inh 3 and Pemphigus Ab inh 103.

The results go on.
C=CCn1c(SCC(=O)NC2CCCCC2)nnc1C(C)NC(=O)c1cccs1 (stereo unspecified) was read as AddAB inh 1.3, MOR-DOR inv ag 6, phage Ecoli inh 0.2, PKA-R1A activ 5, MOR-DOR ag -1.2, Arr AP2 block -3, E coli growth 2.8, Mot1-301 SUMO -1, Tat export inh -9 and Pemphigus Ab inh 102.
For Cc1nc(C)n(C(C)CNC(=O)c2ccco2)n1 (stereo unspecified) the results were MOR-DOR inv ag 0, phage Ecoli inh -1.7, PfHsp90 yeast 2 -3, PKA-R1A activ -3, MOR-DOR ag 0.1, Arr AP2 block -10, Mot1-301 SUMO 9, Tat export inh -17 and Pemphigus Ab inh 112.
COc1ccc(CCNC(=S)Nc2cc(C)ccc2C)cc1 was read as AddAB inh 3.4, MOR-DOR inv ag 2, phage Ecoli inh 2.9, PfHsp90 yeast 2 5, PKA-R1A activ 10, MOR-DOR ag -0.3, Arr AP2 block 3, E coli growth -0.7, Mot1-301 SUMO -1, Tat export inh -11 and Pemphigus Ab inh 109.
Cc1ccc(O)c(N)c1 was read as AddAB inh 0.7, MOR-DOR inv ag -10, PfHsp90 yeast 2 5, PKA-R1A activ -6, MOR-DOR ag 1.9, Arr AP2 block 13, E coli growth -0.2, Mot1-301 SUMO -12, Tat export inh 0 and Pemphigus Ab inh 102.
`Oc1ccc(N2CCN(C(c3cccs3)c3nnnn3CCc3ccccc3)CC2)cc1` (stereo unspecified) gave AddAB inh 0.8, MOR-DOR inv ag -7, phage Ecoli inh -1.6, PfHsp90 yeast 2 -1, PKA-R1A activ -1, MOR-DOR ag 1.1, Arr AP2 block 26, E coli growth -1.0, Mot1-301 SUMO 128, Tat export inh 3 and Pemphigus Ab inh 99.
Screening CCC(C(=O)OCC(=O)c1ccc2c(c1)NC(=O)CO2)c1ccccc1 (stereo unspecified) returned AddAB inh 0.9, MOR-DOR inv ag -28, phage Ecoli inh 0.7, PfHsp90 yeast 2 -3, PKA-R1A activ -8, MOR-DOR ag 5.4, Arr AP2 block 2, E coli growth 2.2, Mot1-301 SUMO -8, Tat export inh 2 and Pemphigus Ab inh 102.
`Cc1ccc(C23CC4CC(CC(C(=O)NN)(C4)C2)C3)cc1` gave MOR-DOR inv ag 10, phage Ecoli inh 5.8, PfHsp90 yeast 2 1, PKA-R1A activ -4, MOR-DOR ag -1.9, Arr AP2 block 21, Mot1-301 SUMO 19, Tat export inh -5 and Pemphigus Ab inh 107.
COc1ncccc1C(=O)N1CCCC(N2CCN(c3ccc(F)cc3)CC2)C1 (stereo unspecified) was read as AddAB inh 3.1, MOR-DOR inv ag 4, phage Ecoli inh 3.9, PfHsp90 yeast 2 -11, PKA-R1A activ 5, MOR-DOR ag -0.8, Arr AP2 block 14, E coli growth 1.2, Mot1-301 SUMO -4, Tat export inh 3 and Pemphigus Ab inh 111.
Screening CCOc1ccc(N2C(=O)CC(NC3CCCCNC3=O)C2=O)cc1 (stereo unspecified) returned AddAB inh 4.2, MOR-DOR inv ag 13, phage Ecoli inh -0.3, PfHsp90 yeast 2 11, PKA-R1A activ 4, MOR-DOR ag -3.2, Arr AP2 block -1, E coli growth -0.2, Mot1-301 SUMO 1, Tat export inh 13 and Pemphigus Ab inh 104.
COc1ccccc1C(=O)COC(=O)c1cccs1 was read as AddAB inh 0.8, MOR-DOR inv ag -7, phage Ecoli inh 1.9, PfHsp90 yeast 2 -6, PKA-R1A activ -10, MOR-DOR ag 1.4, Arr AP2 block -3, E coli growth -1.4, Mot1-301 SUMO 22, Tat export inh -2 and Pemphigus Ab inh 116.
Screening O=C1C=C(c2ccccc2)CC(c2cccs2)C1n1cnc([N+](=O)[O-])c1 (stereo unspecified) returned AddAB inh 4.1, MOR-DOR inv ag -11, phage Ecoli inh 4.4, PfHsp90 yeast 2 -32, PKA-R1A activ -3, MOR-DOR ag 2.2, Arr AP2 block -4, E coli growth 0.4, Mot1-301 SUMO -1, Tat export inh 14 and Pemphigus Ab inh 95.
For OCCC1CN(Cc2nc(-c3ccccc3)cs2)CCN1CCc1ccccc1 (stereo unspecified) the results were AddAB inh 0.8, MOR-DOR inv ag -25, phage Ecoli inh 3.9, PfHsp90 yeast 2 11, PKA-R1A activ 9, MOR-DOR ag 3.4, Arr AP2 block -4, E coli growth -0.9, Mot1-301 SUMO -3, Tat export inh -3 and Pemphigus Ab inh 110.
`Cn1nnnc1SCC(=O)Nc1nc2ccccc2s1` gave AddAB inh 0.9, MOR-DOR inv ag 7, phage Ecoli inh 2.9, PfHsp90 yeast 2 1, PKA-R1A activ -3, MOR-DOR ag -1.3, Arr AP2 block -18, E coli growth 1.4, Mot1-301 SUMO -10, Tat export inh -3 and Pemphigus Ab inh 98.

High-throughput results from PubChem.
